IP6K1 inhibitor: blocks human inositol hexakisphosphate kinase 1; IP6K1 kinase, ADP-Glo luminescence, 2 h; stronger effect = lower value; activity change, % (series mostly up to about 58 µM); hit rate 0.81% among 140,000; AID 1645851; in the data active means activity change below about -25%
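ADP-Glo luminescence measures ADP made by human IP6K1 during a 2 h RT reaction with ATP/IP6 (mix at 1.3 mM/130 uM); top library doses 57.5 and 19.1 uM final.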
SNCA expr inh: inhibitors of alpha-synuclein (SNCA) gene expression. hit rate 0.17% among 140,000. HEK-293 SNCA-luciferase knock-in, luminescence, 24 h. Potency, µM (titrated, usually from 57.2 µM), for the others: at the top dose activity change, negative = inhibition, usual class: inhibitors;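 further: potency means the concentration at half of the fitted maximal effect; plate controls were DMSO cells for no effect and cell-free wells for full effect; nearly all actives have a fitted effect of over 45% in size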
Luciferase inh: Photinus pyralis luciferase inhibition. hit rate 2.5% among 76,000. purified P. pyralis luciferase, luminescence, biochemical. Potency, µM (top dose mostly 115 µM), for inactives: at the top dose activity change, negative = inhibition, hits mostly inhibitors. P08659; further: potency means the concentration at half of the fitted maximal effect; nearly all actives have a fitted effect of over 65% in size
Target sequence (P08659 whole entry, looked up): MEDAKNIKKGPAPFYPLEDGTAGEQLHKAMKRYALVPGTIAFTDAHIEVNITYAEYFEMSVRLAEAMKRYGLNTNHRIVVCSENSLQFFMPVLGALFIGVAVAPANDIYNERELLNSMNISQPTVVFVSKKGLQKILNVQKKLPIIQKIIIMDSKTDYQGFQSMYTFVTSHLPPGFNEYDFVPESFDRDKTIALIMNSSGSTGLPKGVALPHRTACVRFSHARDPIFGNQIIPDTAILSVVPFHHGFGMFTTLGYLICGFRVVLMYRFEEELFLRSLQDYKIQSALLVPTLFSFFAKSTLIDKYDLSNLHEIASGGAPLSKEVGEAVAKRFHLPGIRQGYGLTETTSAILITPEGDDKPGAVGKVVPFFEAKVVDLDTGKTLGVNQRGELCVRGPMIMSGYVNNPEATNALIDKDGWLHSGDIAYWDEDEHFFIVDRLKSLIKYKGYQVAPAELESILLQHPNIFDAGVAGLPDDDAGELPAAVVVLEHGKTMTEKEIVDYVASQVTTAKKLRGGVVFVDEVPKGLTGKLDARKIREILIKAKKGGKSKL
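Luminescence read by CCD imaging after purified firefly luciferase (10nM final) was added to substrate buffer holding 10uM D-luciferin and 10uM ATP, pH 7.5, pre-dosed with compound.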
3T3 cytotox: kills NIH 3T3 cells | AID 1345082 | NIH 3T3 viability, CellTiter-Glo ATP luminescence, 48-72 h | hit rate 4.3% among 94,000 | Potency, µM (top dose mostly 96.7 µM), for inactives: at the top dose activity change, negative = cytotoxicity, most hits filed as inhibitors; further: potency means the concentration at half of the fitted maximal effect; nearly all actives have a fitted effect of over 55% in size
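Luminescent ATP readout (CellTiter-Glo, 10 min RT) after 48 or 72 hr compound exposure of NIH 3T3 cells seeded at 400 cells/well in 1536-well format; quantitative HTS.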
GPT2 inh: blocks human glutamate pyruvate transaminase 2 | Q8TD30 | Recombinant GPT2, coupled pyruvate oxidase/HRP Amplex Red fluorescence | Potency, µM (top dose mostly 57.7 µM), for inactives: top-dose activity change, negative = inhibition, hits mostly inhibitors | hit rate 0.25% among 100,000 | AID 1671188; further: potency means the concentration at half of the fitted maximal effect; nearly all actives have a fitted effect of over 60% in size; many of its hits are not listed in these tables
Target sequence (Q8TD30 whole entry, looked up): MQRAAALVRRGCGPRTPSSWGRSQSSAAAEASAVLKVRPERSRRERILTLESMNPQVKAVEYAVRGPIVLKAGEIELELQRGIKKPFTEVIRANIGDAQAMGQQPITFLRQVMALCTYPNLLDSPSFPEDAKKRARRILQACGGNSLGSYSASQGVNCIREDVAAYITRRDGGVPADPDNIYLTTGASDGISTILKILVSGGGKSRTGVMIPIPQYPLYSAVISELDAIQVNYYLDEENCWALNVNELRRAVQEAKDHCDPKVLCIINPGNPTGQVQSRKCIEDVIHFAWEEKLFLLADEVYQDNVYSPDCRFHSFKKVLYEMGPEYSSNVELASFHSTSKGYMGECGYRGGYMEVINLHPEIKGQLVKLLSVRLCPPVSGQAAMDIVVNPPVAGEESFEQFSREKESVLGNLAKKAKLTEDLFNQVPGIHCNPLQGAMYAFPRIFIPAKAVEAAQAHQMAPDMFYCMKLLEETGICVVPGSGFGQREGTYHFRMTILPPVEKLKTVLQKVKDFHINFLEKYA
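GPT2 10ng/uL, a-KG 250uM, L-Ala 2mM, HEPES pH7.5 + 0.0001% Tween; 30 min RT. Then Amplex mix (PO/HRP/ThPP), 30 min RT dark, fluorescence. AOA 50uM used as positive control.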
HEK293 tox: cytotoxic compounds in HEK 293 cells; Potency, µM (highest dose often 115 µM), without a hit: at the top dose activity change, negative = cytotoxicity, actives largely listed as inhibitors; hit rate 6.6% among 94,000; HEK 293 viability, ATP luminescence (CellTiter-Glo), 48-72 h; further: potency means the concentration at half of the fitted maximal effect; nearly all actives have a fitted effect of over 60% in size
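ATP-coupled CellTiter-Glo luminescence served as viability read-out, recorded 10 min after reagent addition at room temperature. HEK 293 cells, 250 cells/well, had been incubated with pintool-transferred compound for 48 or 72 hr at 37 degree Celsius.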
SNCA viab count: cell viability loss counter-screen; AID 1671193; hit rate 0.12% among 150,000; HEK-293-SNCA-luc viability, GF-AFC fluorescence, 24 h; Potency, µM (doses to about 57.1 µM), for the others: at the highest dose activity change, negative = cytotoxicity, usual class: cytotoxic;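 further: potency means the concentration at half of the fitted maximal effect; 0% = DMSO-treated cells and -100% = medium-only wells without cells; nearly all actives have a fitted effect of over 30% in size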
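HEK-293-SNCA-luc cells (1500/well) plated 24 h, then exposed 24 h to a dilution series; GF-AFC added 30 min at 37C, fluorescence 405/540 nm; normalised to medium-only and DMSO wells, Hill fit.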
* marks the source's active call; other numbers are inactive results; [ ] = dose if it differs, or a comment. Unless noted, the call rests on the fitted dose curve; in most records, active means well fitted curve in the direction sought with a large enough effect; inconclusive means small, poorly fitted or top-dose-only effect, or another doubt; inactive means no such curve, though single readings can be large; an effect the other way counts as inactive or inconclusive. Unless noted, on the % scale 0 is the no-effect control and ±100 the full control effect. Hits appear at their usual frequency. About 7.7% of those tested had a hit in this group.

For COc1ccc(CCNC(=O)C2CCCN(S(=O)(=O)c3ccc4c(c3)oc(=O)n4C)C2)cc1OC (configuration not stated) the results were IP6K1 inhibitor -5, SNCA expr inh 13% and SNCA viab count 0%.
COc1ccccc1NC(=O)c1oc2ccccc2c1NC(=O)c1cccc(OC)c1OC was read as IP6K1 inhibitor 43, SNCA expr inh -1% and SNCA viab count 1%.
For O=C1Nc2ccccc2CN(Cc2ccccc2)C12CCNC2 (configuration not stated) the results were IP6K1 inhibitor -15, SNCA expr inh 19%[87.6 µM], 3T3 cytotox 89µM*, GPT2 inh -3%[88.5 µM], HEK293 tox inconclusive and SNCA viab count -3%[87.6 µM].
`COC(=O)[C@@H]1C2CC3c4[nH]c5ccccc5c4CCN3CC2CC[C@@H]1O` (some centres not stated) gave IP6K1 inhibitor -3, GPT2 inh inactive and SNCA viab count -5%.
`COc1ccc(N2C(=O)CSC23CCN(C(=O)Nc2ccc(C)cc2)CC3)cc1` gave IP6K1 inhibitor 11, SNCA expr inh 78%[activator], Luciferase inh inconclusive, 3T3 cytotox inconclusive, GPT2 inh inactive, HEK293 tox -10% and SNCA viab count 3%.
For C=CCOc1c(OC)ccc2c1CN(C(C)C)C(=O)CCN2C[C@@H](O)COCc1ccccc1 the results were IP6K1 inhibitor 0, 3T3 cytotox inconclusive and HEK293 tox inconclusive.
Screening CC(C)(C)CC(=O)N1CCC(N2CC3CC(C2)[C@H]2CCCC(=O)N2C3)CC1 (some centres not stated) returned IP6K1 inhibitor 28, SNCA expr inh -2%, Luciferase inh 11%, 3T3 cytotox 4%, GPT2 inh inconclusive, HEK293 tox 12% and SNCA viab count 2%.
`Cc1cc(C)cc(-c2ccc(CN3CCCC(N[S+](C)(=O)[O-])C3)cc2)c1` (configuration not stated) gave IP6K1 inhibitor 0, SNCA expr inh 0%, 3T3 cytotox inconclusive, GPT2 inh inconclusive, HEK293 tox 40µM* and SNCA viab count 4%.
Cc1cnc(Nc2ccc(OCCN3CCCC3)cc2)nc1Nc1cccc(S(=O)(=O)NC(C)(C)C)c1 was read as IP6K1 inhibitor -1, SNCA expr inh 35%[activator], GPT2 inh inactive and SNCA viab count inconclusive.
O=C(NCCCc1nc2ccccc2n1Cc1ccc(Cl)cc1)C1CCCCC1 was read as IP6K1 inhibitor 25, SNCA expr inh inconclusive and SNCA viab count -24%.

Fetched by compound from the list above:
O=C(NCCCc1nc2ccccc2n1Cc1ccc(Cl)cc1)C1CCCCC1 was read as IP6K1 inhibitor 25, SNCA expr inh inconclusive and SNCA viab count -24%.
For COc1ccc(CCNC(=O)C2CCCN(S(=O)(=O)c3ccc4c(c3)oc(=O)n4C)C2)cc1OC (configuration not stated) the results were IP6K1 inhibitor -5, SNCA expr inh 13% and SNCA viab count 0%.
Screening CC(C)(C)CC(=O)N1CCC(N2CC3CC(C2)[C@H]2CCCC(=O)N2C3)CC1 (some centres not stated) returned IP6K1 inhibitor 28, SNCA expr inh -2%, Luciferase inh 11%, 3T3 cytotox 4%, GPT2 inh inconclusive, HEK293 tox 12% and SNCA viab count 2%.
For C=CCOc1c(OC)ccc2c1CN(C(C)C)C(=O)CCN2C[C@@H](O)COCc1ccccc1 the results were IP6K1 inhibitor 0, 3T3 cytotox inconclusive and HEK293 tox inconclusive.

Further structures follow:
COc1ccccc1CCC(=O)N[C@@H]1CN(c2ncccn2)C[C@H]1CN(C)C was read as IP6K1 inhibitor 3, SNCA expr inh 2%, Luciferase inh -12%, 3T3 cytotox -10%, GPT2 inh -26%, HEK293 tox -23% and SNCA viab count -9%.
For CCCCNC(=O)c1ccc2c(c1)N(CC)C(=O)c1ccccc1S2 the results were IP6K1 inhibitor 22, SNCA expr inh -24% and SNCA viab count -17%.
CC(C)N1CCC[C@H]1c1nc(-c2ccc(OC3CCCCC3)nc2)no1 was read as IP6K1 inhibitor 12, SNCA expr inh -1%[87.6 µM], Luciferase inh 11%[172 µM], 3T3 cytotox inconclusive, GPT2 inh 2%[88.5 µM], HEK293 tox inconclusive and SNCA viab count -3%[87.6 µM].
`Cc1ccc(Cl)cc1-n1nc(-c2c(C)nc3scc(CC(=O)NCC(C)C)n3c2=O)cc1C` gave IP6K1 inhibitor 7, SNCA expr inh -22%, Luciferase inh -4%, 3T3 cytotox -12%, GPT2 inh inactive, HEK293 tox inconclusive and SNCA viab count -7%.
For O=C(N[C@H]1[C@H](O)[C@H](O)C[C@@H]1c1ccc(C(F)(F)F)cc1)c1ccc2c(c1)OCCO2 the results were IP6K1 inhibitor 14, SNCA expr inh 0%[87.6 µM], Luciferase inh inconclusive, 3T3 cytotox 100µM*, GPT2 inh -6%[88.5 µM], HEK293 tox inconclusive and SNCA viab count inconclusive.
CCCCCNC(=O)C1CCC(Cn2c(=O)c3sccc3n(CC(=O)N3CCCC3)c2=O)CC1 (configuration not stated) was read as IP6K1 inhibitor 6, SNCA expr inh 19% and SNCA viab count 20%.
CCCNC(=O)C1CCC(CNS(=O)(=O)c2ccc3c(c2)CC(C)N3C(C)=O)CC1 (configuration not stated) was read as IP6K1 inhibitor 11, SNCA expr inh inconclusive and SNCA viab count 11%.
Screening COc1ccc(-n2c(=O)c3c(n2Cc2ccccc2)CN(Cc2ccc(F)cc2)CC3)cc1 returned IP6K1 inhibitor 4, SNCA expr inh -7%, Luciferase inh -2%, 3T3 cytotox inconclusive, GPT2 inh -10%, HEK293 tox inconclusive and SNCA viab count inconclusive.
CCOc1ccccc1NC(=O)N1CCC(OC2CCN(S(C)(=O)=O)CC2)CC1 was read as IP6K1 inhibitor -3, SNCA expr inh -8%, Luciferase inh -7%, 3T3 cytotox -16%, GPT2 inh 4%, HEK293 tox -3% and SNCA viab count 3%.
Cc1cc(C)n(CC(=O)N[C@@H]2CN(Cc3cccnc3)C[C@H]2CN(C)C)n1 was read as IP6K1 inhibitor -4, SNCA expr inh -6%, Luciferase inh 6%, 3T3 cytotox -6%, GPT2 inh -4%, HEK293 tox 0% and SNCA viab count 3%.
For CC(C)(C)OC(=O)N1CC(NCc2cccc(F)c2F)C1 the results were IP6K1 inhibitor 0, SNCA expr inh -13%[87.6 µM], 3T3 cytotox -5%[138 µM], GPT2 inh -15%[88.5 µM], HEK293 tox 3%[172 µM] and SNCA viab count -13%[87.6 µM].
Cn1nnc2c(N3CCCCC3)ncnc21 was read as IP6K1 inhibitor 7, SNCA expr inh 23% and SNCA viab count -26%.
Screening O=C([C@@H]1C[C@H](Oc2cccnc2)CN1C(=O)CN1CCCCCC1)N1CCCC1 returned IP6K1 inhibitor 6, SNCA expr inh -10%, Luciferase inh -6%, 3T3 cytotox -13%, GPT2 inh inactive, HEK293 tox inactive and SNCA viab count 5%.
`c1ccc(-c2nnc3ccc(-c4ccoc4)nn23)nc1` gave IP6K1 inhibitor -17, SNCA expr inh -26%[87.6 µM], Luciferase inh -28%[230 µM], 3T3 cytotox inconclusive, GPT2 inh inconclusive, HEK293 tox -13%[230 µM] and SNCA viab count -7%[87.6 µM].
CCC(=O)N1CCC2(CC1)CC(N1CCCCC1)CCO2 (configuration not stated) was read as IP6K1 inhibitor 24, SNCA expr inh 1%, Luciferase inh -4%, 3T3 cytotox inactive, GPT2 inh inactive, HEK293 tox inactive and SNCA viab count -17%.
Cc1ccc(C(=O)N2CCC(CCn3c(C)cnc3C3CCC3)CC2)c(=O)[nH]1 was read as IP6K1 inhibitor 13, SNCA expr inh -6%, 3T3 cytotox -13%, GPT2 inh inactive, HEK293 tox 2% and SNCA viab count 8%.
Screening COc1ccc(CCC(=O)c2c(O)cc(O)cc2O[C@@H]2O[C@H](CO)[C@@H](O)[C@H](O)[C@H]2O)cc1 returned IP6K1 inhibitor 2, GPT2 inh inconclusive and SNCA viab count 12%[23.9 µM].
Screening O=C(N/N=C/c1ccc([N+](=O)[O-])o1)c1ccc(O)cc1 returned IP6K1 inhibitor -3, SNCA expr inh -5%[25.6 µM], GPT2 inh inactive and SNCA viab count -21%[23.9 µM].
`O=C(CC1CCCN(c2cnn(CC3CC3)c(=O)c2)C1)Nc1cccc(F)c1` (configuration not stated) gave IP6K1 inhibitor -3, SNCA expr inh -17%, Luciferase inh -1%, 3T3 cytotox 22µM*, GPT2 inh 2%, HEK293 tox inconclusive and SNCA viab count -7%.
`O=c1[nH]nc2n1CCNCC2` gave IP6K1 inhibitor 5, SNCA expr inh inconclusive, Luciferase inh 9%, 3T3 cytotox -4%, GPT2 inh -3%, HEK293 tox -26% and SNCA viab count 4%.
Screening Cc1noc(C)c1CN1CCC2(CC1)C(C(=O)O)CC(=O)N2C (configuration not stated) returned IP6K1 inhibitor -15, SNCA expr inh -26%, Luciferase inh -3%, 3T3 cytotox 4%, GPT2 inh -15%[11.5 µM], HEK293 tox -6% and SNCA viab count 1%.
CCS(=O)(=O)N1CCC2(CC1)CN(c1cccc(F)c1)C2c1ccccc1 (configuration not stated) was read as IP6K1 inhibitor 0, SNCA expr inh -4%, 3T3 cytotox inconclusive, GPT2 inh -7%, HEK293 tox inconclusive and SNCA viab count -1%.
Screening C[C@H]1[C@H]2CC[C@H]3[C@@H]4CC=C5C[C@@H](N(C)C)CC[C@]5(C)[C@H]4CC[C@]23CN1C returned IP6K1 inhibitor 1, SNCA expr inh -10%[25.6 µM], GPT2 inh 1% and SNCA viab count 62%[23.9 µM].
COc1cccc(C(=O)N2CCC(N3C[C@H](O)C[C@H]3C(=O)NCC3CC3)CC2)c1 was read as IP6K1 inhibitor 16, SNCA expr inh -15%, Luciferase inh -1%, 3T3 cytotox -4%, GPT2 inh 4%, HEK293 tox 4% and SNCA viab count -5%.
`CN1C(=O)c2[nH]nc(-c3ccc(F)cc3)c2C1c1ccccn1` (configuration not stated) gave IP6K1 inhibitor -1, SNCA expr inh 14% and SNCA viab count inconclusive.
Screening COc1ccccc1-c1cc(C(=O)NCc2cccnc2)nn2cnnc12 returned IP6K1 inhibitor 20, SNCA expr inh 68%[activator], 3T3 cytotox -29%, GPT2 inh 2%, HEK293 tox -13% and SNCA viab count -12%.
`COCCN1C(=O)CC[C@]2(C(=O)NCCc3ccccc3)CCCC[C@@H]12` gave IP6K1 inhibitor -1, SNCA expr inh 23%, Luciferase inh -19%, 3T3 cytotox -1%, GPT2 inh 4%, HEK293 tox 3% and SNCA viab count -7%.
Cc1c(-c2nsc(NC(=O)c3cccs3)n2)nnn1-c1ccc(Cl)cc1 was read as IP6K1 inhibitor 19, SNCA expr inh 125%[activator] and SNCA viab count -13%.
For Cc1ccc(NC(=O)C2CCCN(c3cnccn3)C2)cc1Cl (configuration not stated) the results were IP6K1 inhibitor 6, SNCA expr inh 65%[activator] and SNCA viab count -6%.
